bIAP act = bovine intestinal alkaline phosphatase activators, primary screen, biochemical, bovine IAP, CDP-star luminescence. alkaline phosphatase, intestinal [Bos taurus]. purified bovine IAP, 30 min; stronger effect = higher value; fold of DMSO-control signal, blank-subtracted. activation factor at 20 µM. 200,000 compounds, 0.17% hits. AID 1016, 2008;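 active = activation factor of 2 or more at 20 µM, a signal rise over negative controls twice the positive control's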
TNAP inh hiacc = human TNAP enzyme inhibitors, primary screen, biochemical, luminescent, high phosphate acceptor level, uHTS. purified TNAP, CDP-star luminescence, 1 M DEA. inhibition, % at 20 µM. 200,000 compounds, 0.03% hits;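 active = over 50% inhibition of tissue-nonspecific alkaline phosphatase at 20 µM in the single-dose screen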;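 note: plate controls were DMSO wells for no effect and EDTA-quenched wells as full inhibition for full effect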
FLuc inh counter = firefly luciferase enzyme inhibitors, primary screen, artefact control for luciferase-based inhibitor screens, biochemical, luminescence, ATPLite | 10 min | AID 1006, 2008 | 200,000 compounds, 1.5% hits | Luciferin 4-monooxygenase (Photinus pyralis), P08659 | inhibition, % at 10 µM;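 active = inhibition above about 50% when tested at 10 µM, limit read from the data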
Target sequence (P08659 whole entry, looked up): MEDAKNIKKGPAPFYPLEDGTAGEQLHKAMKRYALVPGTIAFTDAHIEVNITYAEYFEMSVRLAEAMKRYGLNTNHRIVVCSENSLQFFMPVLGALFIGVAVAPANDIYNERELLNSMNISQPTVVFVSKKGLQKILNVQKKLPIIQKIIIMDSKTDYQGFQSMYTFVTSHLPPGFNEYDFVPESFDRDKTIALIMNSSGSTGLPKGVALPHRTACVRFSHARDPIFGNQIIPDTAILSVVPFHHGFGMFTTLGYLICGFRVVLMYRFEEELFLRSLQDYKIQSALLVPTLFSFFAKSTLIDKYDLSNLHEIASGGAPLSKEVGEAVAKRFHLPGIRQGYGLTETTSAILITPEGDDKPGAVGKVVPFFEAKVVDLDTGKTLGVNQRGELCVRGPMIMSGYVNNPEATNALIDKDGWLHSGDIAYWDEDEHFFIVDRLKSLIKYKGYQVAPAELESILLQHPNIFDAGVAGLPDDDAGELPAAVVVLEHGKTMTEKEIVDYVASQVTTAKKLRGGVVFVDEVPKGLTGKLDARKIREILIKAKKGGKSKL
APP 5'UTR act = activators of APP 5'UTR luciferase reporter, primary screen, SH-SY5Y cells; SH-SY5Y APP 5'UTR luciferase reporter, luminescence; zero percent = DMSO vehicle wells; activation, % at 2 µM; 190,000 compounds, 1% hits; AID 1276, 2008;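 active = activation above a set limit, based on mean plus 3 SD of controls, cut at about 140% in these data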; note: values of inactives mirror those of a sister screen read the other way
FLuc stim CS = FLuc activators, initial screening, artefact control for FLuc-dependent activation tests, biochemical, ATPlite luminescence | Luciferin 4-monooxygenase (Photinus pyralis), P08659 | ATPlite luciferase biochemical, 10 min; 0 = ATP-free wells, 1 = DMSO control | activation factor at 10 µM | 200,000 tested, under 10 active | AID 1027, 2008;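 active = luciferase activation factor, scaled between plate controls, of at least 2 with compound at 10 µM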
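System: Luciferase/luciferin detection reagent, cell-free biochemical luciferase assay | Medium: PBS buffer for ATP | Dosing: Test compounds dosed from 2 mM stocks in 100% DMSO | Timing: 10 min at ambient temperature | Signal: Luminescence measurement of luciferase light output | Evaluation: Luciferase activation, seen as luminescence increase over controls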
PMI act satM6P = human PMI activators, high substrate, primary screen, biochemical, fluorescence intensity, near-saturating mannose 6-phosphate; Mannose-6-phosphate isomerase (Homo sapiens), P34949; coupled PMI enzyme assay, resazurin fluorescence, 20 min; stronger effect = higher value; 1 = untreated enzyme, 0 = substrate-free blank; activation factor at 20 µM; 190,000 compounds, 0.34% hits;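 active = activation factor of 2 or more at 20 µM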
Target sequence (P34949 whole entry, looked up): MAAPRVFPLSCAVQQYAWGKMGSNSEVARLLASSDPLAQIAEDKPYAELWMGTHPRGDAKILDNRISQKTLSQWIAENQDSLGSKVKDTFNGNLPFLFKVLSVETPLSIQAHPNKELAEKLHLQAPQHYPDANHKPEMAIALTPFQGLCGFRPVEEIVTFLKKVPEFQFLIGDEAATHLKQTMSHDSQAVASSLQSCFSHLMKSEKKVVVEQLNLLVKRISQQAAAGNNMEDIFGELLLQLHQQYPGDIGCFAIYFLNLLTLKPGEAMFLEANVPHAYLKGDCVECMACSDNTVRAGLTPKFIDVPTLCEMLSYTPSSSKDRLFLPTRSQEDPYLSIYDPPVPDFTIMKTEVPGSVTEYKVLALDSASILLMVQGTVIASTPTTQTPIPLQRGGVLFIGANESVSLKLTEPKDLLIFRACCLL
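Test system: human PMI in coupled enzyme assay; Input: PMI at 15 ng/mL final; Medium: HEPES buffer, pH 7.4; Schedule: 20 min incubation at room temperature; Technique: resorufin fluorescence at Ex 544/Em 590 nm; Compound: 20 µM single dose; Probe or stimulus: Near-saturating mannose-6-phosphate, 1.0 mM.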
TNAP act hi DEA = TNAP activators at high phosphate acceptor level, primary screen, biochemical, luminescence, uHTS. purified TNAP, CDP-star luminescence, 1 M DEA, 30 min; stronger effect = higher value; 0 = EDTA background, 1 = DMSO-only activity. activation factor at 20 µM. AID 1136, 2008. 200,000 tested, under 10 active;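 active = activation factor at least 2 at 20 µM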
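system = human TNAP | amount = enzyme diluted 1/800 final | reagent = 100 µM CDP-star substrate | signal = luminescent substrate turnover signal | dosing = one dose, 20 µM | benchmarks = EDTA negative control, DMSO positive control | measure = activation factor | timing = 30 min reaction, room temperature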
NF-kB expr up = activators of NF-kB expression in neurons, primary screen, cell-based, HTS. human neuronal cells, NF-kB reporter expression; stronger effect = higher value. fold change at 12.5 µM. 190,000 compounds, 1.6% hits; in the data active = fold change above about 3.3
PMI act = activators of human PMI, primary screen, biochemical, fluorescence intensity, near-Km mannose 6-phosphate; activation factor at 20 µM; Mannose-6-phosphate isomerase (Homo sapiens), P34949; purified human PMI, coupled resazurin fluorescence, 20 min; stronger effect = higher value; 1 = vehicle control, 0 substrate-free wells; 190,000 compounds, 0.005% hits;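 active = activation factor of 2 or more at 20 µM, relative to plate controls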
TNAP inh no acc = human TNAP enzyme inhibitors, primary screen, biochemical, luminescent, no phosphate acceptor, uHTS; Alkaline phosphatase, tissue-nonspecific isozyme (Homo sapiens), P05186; purified TNAP, CDP-star luminescence, 30 min; inhibition, % at 20 µM; 200,000 compounds, 0.26% hits; AID 1012, 2008;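 active = tissue-nonspecific alkaline phosphatase inhibition above about 50% at 20 µM in the single-dose screen, limit read from the data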;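 note: 0% = DMSO negative control and 100% = EDTA positive control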
* marks the source's active call; other numbers are inactive results.

`O=c1c(Br)c(N2CCCCC2)cnn1-c1ccccc1` gave bIAP act 0.9, TNAP inh hiacc -1, FLuc inh counter 42, APP 5'UTR act 166*, FLuc stim CS 0.6, PMI act satM6P 1.1, TNAP act hi DEA 1, NF-kB expr up 3.9*, PMI act 1.1 and TNAP inh no acc -12.
For CCCCn1c(NC(C)CC)nc2c1c(=O)[nH]c(=O)n2C (stereo not drawn) the results were bIAP act 1, TNAP inh hiacc -7, FLuc inh counter -5, APP 5'UTR act 5, FLuc stim CS 1.1, PMI act satM6P 1, TNAP act hi DEA 1.1, NF-kB expr up 1.3, PMI act 1.2 and TNAP inh no acc -1.
For CSCC(=O)N1CCCC(C(=O)c2cc(F)ccc2F)C1 (stereo not drawn) the results were bIAP act 1.1, TNAP inh hiacc -6, FLuc inh counter -6, APP 5'UTR act -11, FLuc stim CS 1.1, PMI act satM6P 1.1, TNAP act hi DEA 1.1, NF-kB expr up 1.2, PMI act 1 and TNAP inh no acc -10.
`CC[C@@H](C)[C@@H](C(=O)N1CCNCC1)n1cc(CCC(=O)O)nn1` gave bIAP act 0.9, TNAP inh hiacc -5, FLuc inh counter -5, APP 5'UTR act -9, FLuc stim CS 1.1, PMI act satM6P 1.1, TNAP act hi DEA 1, NF-kB expr up 1.2, PMI act 1 and TNAP inh no acc -9.
`CCS(=O)(=O)c1ccc(O)c(N2C(=O)C3C4C=CC(C4)C3C2=O)c1` (stereo not drawn) gave bIAP act 1, TNAP inh hiacc -1, FLuc inh counter -4, APP 5'UTR act 4, FLuc stim CS 1, PMI act satM6P 1, TNAP act hi DEA 1, NF-kB expr up 0.91, PMI act 1 and TNAP inh no acc -10.
`Cc1cc(C(=O)CN2C(=O)NC3(CCCCC3)C2=O)c(C)n1Cc1ccc2c(c1)OCO2` gave bIAP act 1, TNAP inh hiacc -6, FLuc inh counter -9, APP 5'UTR act 16, FLuc stim CS 1.1, PMI act satM6P 0.8, TNAP act hi DEA 1.1, NF-kB expr up 1.6, PMI act 1.2 and TNAP inh no acc 4.
Cc1ccc(S(=O)(=O)CCSc2nc(C)cc(C(F)(F)F)c2C#N)cc1 was read as bIAP act 0.9, TNAP inh hiacc 0, FLuc inh counter -7, APP 5'UTR act 13, FLuc stim CS 1.1, PMI act satM6P 1.1, TNAP act hi DEA 1, NF-kB expr up 1, PMI act 1.1 and TNAP inh no acc 0.
`NS(=O)(=O)c1ccc(NC(=O)/C=C/c2ccccc2[N+](=O)[O-])cc1` gave bIAP act 0.9, TNAP inh hiacc 11, FLuc inh counter -8, APP 5'UTR act 4, FLuc stim CS 1.1, PMI act satM6P 0.9, TNAP act hi DEA 0.9, NF-kB expr up 0.95, PMI act 0.9 and TNAP inh no acc -7.
For COc1cc(/C=C/C(=O)OCC(=O)N2CCN(S(=O)(=O)c3ccc(C)cc3C)CC2)ccc1O the results were bIAP act 1, TNAP inh hiacc 3, FLuc inh counter -6, APP 5'UTR act -1, FLuc stim CS 1.1, PMI act satM6P 0.8, TNAP act hi DEA 1, NF-kB expr up 0.47, PMI act 0.9 and TNAP inh no acc 15.
O=C(COC(=O)Cc1n[nH]c(=O)c2ccccc12)Nc1cccc(C(F)(F)F)c1 was read as bIAP act 1.1, TNAP inh hiacc -5, FLuc inh counter -2, APP 5'UTR act -3, FLuc stim CS 1, PMI act satM6P 1, TNAP act hi DEA 1, NF-kB expr up 0.93, PMI act 1.1 and TNAP inh no acc -15.
For C/C(=N\NC(=O)c1nc2ccccn2c1C)c1cccc([N+](=O)[O-])c1 the results were bIAP act 1.2, TNAP inh hiacc -5, FLuc inh counter -4, APP 5'UTR act -11, FLuc stim CS 1, PMI act satM6P 1, TNAP act hi DEA 1.1, NF-kB expr up 0.5, PMI act 1 and TNAP inh no acc -48.
For CCCCOc1ccc(C2(C)CC(=O)NC2=O)cc1 (stereo not drawn) the results were bIAP act 0.8, TNAP inh hiacc -3, FLuc inh counter -3, APP 5'UTR act 33, FLuc stim CS 1, PMI act satM6P 1, TNAP act hi DEA 1, NF-kB expr up 1.4, PMI act 1 and TNAP inh no acc -8.
Cc1cc(C(=O)NCc2ccc(S(N)(=O)=O)cc2)cs1 was read as bIAP act 0.8, TNAP inh hiacc -1, FLuc inh counter -20, APP 5'UTR act 4, FLuc stim CS 1.2, PMI act satM6P 1.2, TNAP act hi DEA 1, NF-kB expr up 1, PMI act 1.1 and TNAP inh no acc -3.
Screening Nc1cc(OCC(F)(F)F)cc(OCC(F)(F)F)c1 returned bIAP act 1.1, TNAP inh hiacc -2, FLuc inh counter 0, APP 5'UTR act -1, FLuc stim CS 1, PMI act satM6P 0.4, TNAP act hi DEA 1, NF-kB expr up 0.88, PMI act 0.8 and TNAP inh no acc -23.
For COc1ccc(C(=O)Nc2nc(C)c(C(=O)N(C)C)s2)cc1OC the results were bIAP act 1, TNAP inh hiacc -2, FLuc inh counter 18, APP 5'UTR act 12, FLuc stim CS 0.8, PMI act satM6P 0.9, TNAP act hi DEA 1, NF-kB expr up 1.3, PMI act 0.9 and TNAP inh no acc -7.
Screening Cc1cc(N2CCN(c3ccccc3F)CC2)nc2cc(O)ccc12 returned bIAP act 1.1, TNAP inh hiacc 0, FLuc inh counter 8, APP 5'UTR act 14, FLuc stim CS 0.9, PMI act satM6P 1, TNAP act hi DEA 1, NF-kB expr up 1.3, PMI act 1 and TNAP inh no acc 6.
O=c1oc2ccccc2c(NC(c2ccccc2)c2ccccc2)c1[N+](=O)[O-] was read as bIAP act 0.9, TNAP inh hiacc -3, FLuc inh counter -7, APP 5'UTR act 2, FLuc stim CS 1.1, PMI act satM6P 0.9, TNAP act hi DEA 1, NF-kB expr up 1, PMI act 1 and TNAP inh no acc -2.
`O=[N+]([O-])c1cc2oc3c(c2c(C=NCc2ccccc2)c1O)CCCC3` gave bIAP act 0.9, TNAP inh hiacc 12, FLuc inh counter -6, APP 5'UTR act -3, FLuc stim CS 1.1, PMI act satM6P 0.5, TNAP act hi DEA 0.9, NF-kB expr up 1.2, PMI act 0.9 and TNAP inh no acc 1.
Screening O=C(NC1CC(=O)c2sccc21)c1ccc(Cl)cc1Cl (stereo not drawn) returned bIAP act 1, TNAP inh hiacc -3, FLuc inh counter 12, APP 5'UTR act 41, FLuc stim CS 0.9, PMI act satM6P 1.1, TNAP act hi DEA 1, NF-kB expr up 2.3, PMI act 1 and TNAP inh no acc -9.
`NS(=O)(=O)c1ccc(O)c(N2C(=O)c3cccc4c(C(=O)c5ccccc5)ccc(c34)C2=O)c1` gave bIAP act 0.9, TNAP inh hiacc 3, FLuc inh counter -1, APP 5'UTR act 8, FLuc stim CS 1, PMI act satM6P 0.8, TNAP act hi DEA 1, NF-kB expr up 1.5, PMI act 0.8 and TNAP inh no acc 1.
`COc1ccc(N(CC(=O)Nc2cccc(OC)c2)S(=O)(=O)c2c(C)nn(C)c2C)cc1` gave bIAP act 1, TNAP inh hiacc -2, FLuc inh counter -8, APP 5'UTR act -1, FLuc stim CS 1.1, PMI act satM6P 0.9, TNAP act hi DEA 1, NF-kB expr up 0.94, PMI act 1 and TNAP inh no acc -1.
O=C(O)Cn1ccnc1 was read as bIAP act 1, TNAP inh hiacc -2, FLuc inh counter 2, APP 5'UTR act -1, FLuc stim CS 1, PMI act satM6P 1.2, TNAP act hi DEA 1, NF-kB expr up 1.1, PMI act 1 and TNAP inh no acc -3.
`CP(C)(=O)CCP(=O)(c1ccccc1)c1ccccc1` gave bIAP act 0.8, TNAP inh hiacc 0, FLuc inh counter -3, APP 5'UTR act -1, FLuc stim CS 1, PMI act satM6P 1.1, TNAP act hi DEA 1, NF-kB expr up 1.1, PMI act 1 and TNAP inh no acc -14.
`C/C(CCN1CCc2nc(-c3ccccc3)c(-c3ccccc3)cc2C1)=N\O[C@H](C)c1cn([C@H](CO)Cc2ccccc2)nn1` gave bIAP act 0.9, TNAP inh hiacc -2, FLuc inh counter -11, APP 5'UTR act -4, FLuc stim CS 1.1, PMI act satM6P 1.3, TNAP act hi DEA 1, NF-kB expr up 0.65, PMI act 1.3 and TNAP inh no acc 0.
Screening COc1ccc(CC(=O)Nc2nc(C)cs2)cc1 returned bIAP act 1, TNAP inh hiacc -1, FLuc inh counter -2, APP 5'UTR act 18, FLuc stim CS 1, PMI act satM6P 1, TNAP act hi DEA 1, NF-kB expr up 1.6, PMI act 1 and TNAP inh no acc -5.
Screening COc1ccc2c(c1)C1=C(CC2)C(c2ccc(C)cc2)NC(=S)N1 (stereo not drawn) returned bIAP act 0.6, TNAP inh hiacc 7, FLuc inh counter -7, APP 5'UTR act 8, FLuc stim CS 1.1, PMI act satM6P 1, TNAP act hi DEA 0.9, NF-kB expr up 1.4, PMI act 1.1 and TNAP inh no acc 8.
Screening CCN(CC)C(=O)C(=O)c1cn(CCOc2ccccc2)c2ccccc12 returned bIAP act 1, TNAP inh hiacc -6, FLuc inh counter -6, APP 5'UTR act 9, FLuc stim CS 1.1, PMI act satM6P 0.9, TNAP act hi DEA 1.1, NF-kB expr up 1.1, PMI act 0.9 and TNAP inh no acc -6.

A run of entries from further up:
Screening Cc1cc(N2CCN(c3ccccc3F)CC2)nc2cc(O)ccc12 returned bIAP act 1.1, TNAP inh hiacc 0, FLuc inh counter 8, APP 5'UTR act 14, FLuc stim CS 0.9, PMI act satM6P 1, TNAP act hi DEA 1, NF-kB expr up 1.3, PMI act 1 and TNAP inh no acc 6.
O=c1oc2ccccc2c(NC(c2ccccc2)c2ccccc2)c1[N+](=O)[O-] was read as bIAP act 0.9, TNAP inh hiacc -3, FLuc inh counter -7, APP 5'UTR act 2, FLuc stim CS 1.1, PMI act satM6P 0.9, TNAP act hi DEA 1, NF-kB expr up 1, PMI act 1 and TNAP inh no acc -2.
`O=[N+]([O-])c1cc2oc3c(c2c(C=NCc2ccccc2)c1O)CCCC3` gave bIAP act 0.9, TNAP inh hiacc 12, FLuc inh counter -6, APP 5'UTR act -3, FLuc stim CS 1.1, PMI act satM6P 0.5, TNAP act hi DEA 0.9, NF-kB expr up 1.2, PMI act 0.9 and TNAP inh no acc 1.

Screens deposited in PubChem BioAssay by several laboratories.

Compounds were not picked by outcome; 3.6% or so of the library scored in one or more.
